Rin1 Abl inh – human Rin1-Abl interaction inhibition. inhibition, % at 7.35 µM. 360,000 tested, 0.4% active. P00519+Q13671. TR-FRET Rin1/Abl binding, biochemical; in the data active = inhibition above about 5%, passing the limit was not always enough
NRP1-CendR mod – NRP-1/CendR interaction modulation; O14786; FAM-RPARPAR peptide binding to NRP-1, fluorescence polarization; inhibition, % at 25 µM; 360,000 tested, 0.85% active; AID 602438;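 active = inhibition or corrected inhibition above about 18%, plus a signal ratio from 0.5 to 1.5, limit read from the data, passing the limit was not always enough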; also: strong numbers were not always called active
PABP1 MLLE inh – blocks PAM2 peptide binding to the PABP1 MLLE domain | 360,000 tested, 0.36% active | inhibition, % at 20 µM | AID 588489 | GST-MLLE / FITC-PAM2 fluorescence polarization; in the data active = inhibition above about 35%, passing the limit was not always enough;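 also: plate controls were DMSO wells with GST-MLLE for no effect and wells lacking GST-MLLE protein for full effect; some results filed as inactive read as strong as hits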
Target sequence (P11940 whole entry, looked up, the tested form may be a part): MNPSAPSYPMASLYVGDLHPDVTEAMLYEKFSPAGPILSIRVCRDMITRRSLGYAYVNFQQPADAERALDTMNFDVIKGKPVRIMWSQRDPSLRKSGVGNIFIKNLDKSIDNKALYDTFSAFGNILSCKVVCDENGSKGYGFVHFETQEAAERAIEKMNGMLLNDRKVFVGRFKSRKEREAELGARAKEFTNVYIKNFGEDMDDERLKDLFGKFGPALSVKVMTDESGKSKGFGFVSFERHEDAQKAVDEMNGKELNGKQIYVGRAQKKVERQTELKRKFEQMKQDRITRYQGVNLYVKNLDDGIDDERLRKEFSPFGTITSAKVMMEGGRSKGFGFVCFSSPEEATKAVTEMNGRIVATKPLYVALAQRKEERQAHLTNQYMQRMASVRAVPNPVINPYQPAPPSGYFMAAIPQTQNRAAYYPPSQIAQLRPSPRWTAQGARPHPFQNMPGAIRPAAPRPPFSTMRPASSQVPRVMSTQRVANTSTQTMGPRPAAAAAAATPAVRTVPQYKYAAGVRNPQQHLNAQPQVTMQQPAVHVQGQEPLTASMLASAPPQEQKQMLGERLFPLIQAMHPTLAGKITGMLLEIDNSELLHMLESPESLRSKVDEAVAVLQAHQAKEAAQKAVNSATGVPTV
bovine MsrA act – activators of bovine methionine sulfoxide reductase A | purified bovine MsrA, absorbance read-out | activation, % at 10.6 µM | 360,000 tested, 0.3% active | AID 602163; in the data active = activation above about 7.5%;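 also: 0% = vehicle and 100% = reference activator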
MT1-MMP act inh – blocks activation of human MT1-MMP. P50281. HT1080 RFP-PRO-GFP cells, GFP/RFP ratio fluorescence, overnight; percent of plate control window, DMSO zero. GFP/RFP ratio change, % at 20 µM. 360,000 tested, 0.061% active. AID 651647;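 active = GFP/RFP ratio change of at least 30% with cell ATP level not reduced by more than half and red fluorescence within 50% of control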; also: strong numbers were not always called active
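Material: RFP-PRO-GFP reporter HT1080 cells. Dosing: single-point 20 µM compound, 1% DMSO. Controls: DMSO and RFP-L50D-GFP cell wells. Timing: cells overnight before dosing, compound overnight, 37 °C, 5% CO2. Measure: GFP/RFP fluorescence ratio.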
E coli Lon inh – inhibits E. coli Lon protease. 360,000 tested, 0.42% active. P0A9M0. purified E. coli Lon protease, fluorescence polarization. inhibition, % at 7.94 µM. AID 602123; in the data active = inhibition above about 13%, passing the limit was not always enough;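 also: 0% = enzyme with probe and DMSO and 100% = no enzyme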
FAS-TE inh – FAS thioesterase (human) inhibition; P49327; recombinant FAS-TE, OMFH fluorogenic substrate, fluorescence endpoint; inhibition, % at 15 µM; 360,000 tested, 0.67% active; AID 602261;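 active = compounds whose normalised, plate-corrected inhibition of enzyme fluorescence in the single-dose primary screen is 50% or more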;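 also: 0% = DMSO with enzyme and 100% = substrate without enzyme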
Neddyl block – inhibitors of human cullin neddylation | TR-FRET cullin neddylation, biochemical | P61081+Q13564 | calls only at 25 µM | 360,000 tested, 0.58% active; in the data active = inhibition above about 36%
SKN-1 inh – C. elegans SKN-1 inhibition. AID 624304. inhibition, % at 21.8 µM. 360,000 tested, 0.49% active. C. elegans VP596 Pgst-4::GFP/RFP ratio, acrylamide-induced, 24 h;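 active = interference check ratio from 0.5 to 1.5 plus GFP to RFP signal ratio inhibition reaching or exceeding a fixed threshold, cut at about 30% in these data, passing the limit was not always enough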; also: some compounds called inactive have numbers as strong as hits
The depositor's hits bear a star.

`CN(C)S(=O)(=O)c1cccc(C(=O)NCCCn2ccnc2)c1` gave Rin1 Abl inh 6, NRP1-CendR mod 7, PABP1 MLLE inh -6, bovine MsrA act -3, MT1-MMP act inh 4, E coli Lon inh 0, FAS-TE inh -6, Neddyl block inactive and SKN-1 inh -2.
`CCc1ccc(N2CC34C=CC(O3)C(C(=O)OC)C4C2=O)cc1` (configuration not stated) gave Rin1 Abl inh 0, NRP1-CendR mod -6, PABP1 MLLE inh -8, bovine MsrA act -3, MT1-MMP act inh 3, E coli Lon inh 1, FAS-TE inh -7, Neddyl block inactive and SKN-1 inh 5.
For Cc1nnc(SCCn2c(N3CCN(Cc4ccccc4)CC3)nc3c2c(=O)[nH]c(=O)n3C)s1 the results were Rin1 Abl inh -2, NRP1-CendR mod -9, PABP1 MLLE inh -2, bovine MsrA act -9, MT1-MMP act inh 3, E coli Lon inh -6, FAS-TE inh -9, Neddyl block inactive and SKN-1 inh 2.
OCCNc1nc(N2CCCC2)nc(N2CCCC2)n1 was read as Rin1 Abl inh 4, NRP1-CendR mod 1, PABP1 MLLE inh 5, bovine MsrA act -3, MT1-MMP act inh 2, E coli Lon inh 0, FAS-TE inh -6, Neddyl block inactive and SKN-1 inh -14.
Screening Cn1nc(-c2ccc(OCC(=O)NCC3CCCO3)cc2)c2ccccc2c1=O (configuration not stated) returned Rin1 Abl inh -2, NRP1-CendR mod 12, PABP1 MLLE inh -2, bovine MsrA act 0, MT1-MMP act inh 3, E coli Lon inh 0, FAS-TE inh -3, Neddyl block inactive and SKN-1 inh 6.
For COc1cccc(NC(=O)CN(C)C(=O)/C=C/c2cn(-c3ccccc3)nc2-c2cccs2)c1 the results were Rin1 Abl inh -2, NRP1-CendR mod -6, PABP1 MLLE inh 0, bovine MsrA act -7, MT1-MMP act inh 0, E coli Lon inh 4, FAS-TE inh 20, Neddyl block active and SKN-1 inh -10.
`COc1ccc(C2N(Cc3ccccc3)CC(=O)N2/N=C(\C)c2ccccc2)cc1` (configuration not stated) gave Rin1 Abl inh 3, NRP1-CendR mod -5, PABP1 MLLE inh 1, bovine MsrA act -9, MT1-MMP act inh 1, E coli Lon inh 2, FAS-TE inh 30, Neddyl block inactive and SKN-1 inh -4.
Screening CCOc1ccc(OCC)c(S(=O)(=O)NCc2ccccn2)c1 returned Rin1 Abl inh 0, NRP1-CendR mod -9, PABP1 MLLE inh 8, bovine MsrA act 2, MT1-MMP act inh 4, E coli Lon inh 1, FAS-TE inh -8, Neddyl block inactive and SKN-1 inh -4.
Screening CCN(CC)S(=O)(=O)c1cccc(C(=O)N[C@H](C(=O)NCc2ccc(Cl)cc2)C(C)C)c1 returned Rin1 Abl inh -1, NRP1-CendR mod 2, PABP1 MLLE inh -23, bovine MsrA act -1, MT1-MMP act inh -10, E coli Lon inh -2, FAS-TE inh 10, Neddyl block inactive and SKN-1 inh 2.
COCCCNC(=O)C[C@@H]1C[C@@]2(C(=O)OC)CC(C)(C)CC=C2N(Cc2ccc3c(c2)OCO3)C1=O was read as NRP1-CendR mod 7, MT1-MMP act inh 3, Neddyl block inactive and SKN-1 inh 3.
CN(C)CCNc1ncnc2c1sc1nc(N3CCCC3)c3c(c12)CC(C)(C)OC3 was read as Rin1 Abl inh 7.2*, NRP1-CendR mod 0, PABP1 MLLE inh -9, bovine MsrA act 0, MT1-MMP act inh 8, E coli Lon inh -7, FAS-TE inh 2, Neddyl block inactive and SKN-1 inh 50*.
`CCc1ccc(OCC(=O)NNC(=O)Cc2cccs2)cc1` gave Rin1 Abl inh -3, NRP1-CendR mod -1, PABP1 MLLE inh -15, bovine MsrA act -3, MT1-MMP act inh -3, E coli Lon inh -13, FAS-TE inh -2, Neddyl block inactive and SKN-1 inh 4.
S=C(Nc1ccccc1)N1CCN(c2ccc(N3CCOCC3)nn2)CC1 was read as Rin1 Abl inh -2, NRP1-CendR mod 0, PABP1 MLLE inh -59, bovine MsrA act -3, MT1-MMP act inh -3, E coli Lon inh -1, FAS-TE inh -7 and SKN-1 inh -7.
`CC(C)CC(C(=O)NC1CCCC1)N(Cc1ccc2c(c1)OCO2)C(=O)c1snc(C(N)=O)c1N` (configuration not stated) gave Rin1 Abl inh 0, NRP1-CendR mod 7, PABP1 MLLE inh 17, bovine MsrA act -3, MT1-MMP act inh 2, E coli Lon inh 0, FAS-TE inh -5, Neddyl block inactive and SKN-1 inh -5.
Screening CN1CCN(c2ccc(-c3cc(NC=O)c4ncc(-c5ccc(F)c(Cl)c5)n4c3)cc2)CC1 returned Rin1 Abl inh -4, NRP1-CendR mod -64, PABP1 MLLE inh -98, bovine MsrA act 1, E coli Lon inh -110, FAS-TE inh 14, Neddyl block inactive and SKN-1 inh -9.
`O=C(CCNC(=O)C1CCN(S(=O)(=O)c2ccccc2)CC1)NCc1ccncc1` gave Rin1 Abl inh 0, NRP1-CendR mod -2, PABP1 MLLE inh -6, bovine MsrA act -1, MT1-MMP act inh 2, E coli Lon inh -7, FAS-TE inh -9, Neddyl block inactive and SKN-1 inh 10.
`COc1cccc(Cn2c(=O)ccc3ccccc32)c1` gave Rin1 Abl inh 3, NRP1-CendR mod 18, PABP1 MLLE inh 11, bovine MsrA act -3, MT1-MMP act inh -2, E coli Lon inh 5, FAS-TE inh 4, Neddyl block inactive and SKN-1 inh 20.
Cc1cccc(NC(=O)CSc2nnc([C@H](C)NC(=O)OC(C)(C)C)o2)c1C was read as Rin1 Abl inh 6, NRP1-CendR mod 12, PABP1 MLLE inh 16, bovine MsrA act -2, MT1-MMP act inh 0, E coli Lon inh 2, FAS-TE inh -3, Neddyl block inactive and SKN-1 inh 2.
For Cc1cc(C)c(NC(=O)c2cccs2)c(C)c1NC(=O)c1cccs1 the results were Rin1 Abl inh 1, NRP1-CendR mod 2, PABP1 MLLE inh 15, bovine MsrA act -5, MT1-MMP act inh -2, E coli Lon inh -10, FAS-TE inh -6, Neddyl block inactive and SKN-1 inh 0.
`Cc1c(Br)cc(C(=O)N2CCCC2)c(C)c1C` gave Rin1 Abl inh 4, NRP1-CendR mod 1, PABP1 MLLE inh -5, bovine MsrA act -12, MT1-MMP act inh -3, E coli Lon inh -3, FAS-TE inh -5, Neddyl block inactive and SKN-1 inh 12.
O=C(NC1CC(=O)N(c2ccccc2)C1)C(=O)c1c[nH]c2ccccc12 (configuration not stated) was read as Rin1 Abl inh 1, NRP1-CendR mod -5, PABP1 MLLE inh 9, bovine MsrA act -8, MT1-MMP act inh 4, E coli Lon inh 6, FAS-TE inh -6, Neddyl block inactive and SKN-1 inh 17.
Screening COc1ccc(C(=O)NNC(=O)CSc2nc3c(c(=O)n(C)c(=O)n3C)n2C)cc1 returned Rin1 Abl inh 1, NRP1-CendR mod -2, PABP1 MLLE inh 10, bovine MsrA act -3, MT1-MMP act inh 2, E coli Lon inh 4, FAS-TE inh -7, Neddyl block inactive and SKN-1 inh 4.
For CCCCOC(=O)c1cc(Cl)c(O)c(OC)c1 the results were Rin1 Abl inh 2, NRP1-CendR mod 7, PABP1 MLLE inh 17, bovine MsrA act -3, MT1-MMP act inh 0, E coli Lon inh -12, FAS-TE inh -8, Neddyl block inactive and SKN-1 inh 11.
Screening CCn1c(SCC(=O)Nc2ccccc2F)nc2c(c1=O)SC(C)C2 (configuration not stated) returned Rin1 Abl inh 2, NRP1-CendR mod 3, PABP1 MLLE inh 12, bovine MsrA act -4, MT1-MMP act inh 6, E coli Lon inh 1, FAS-TE inh 1, Neddyl block inactive and SKN-1 inh 6.
For COc1ccc(OCC(O)CN2C(=O)NC(C)(C)C2=O)cc1 (configuration not stated) the results were Rin1 Abl inh -2, NRP1-CendR mod 7, PABP1 MLLE inh -10, bovine MsrA act 0, MT1-MMP act inh 3, E coli Lon inh 7, FAS-TE inh -7, Neddyl block inactive and SKN-1 inh -7.
Screening CC(=O)Nc1ccc(OC(=O)c2c(-c3ccccc3Cl)noc2C)cc1 returned Rin1 Abl inh -1, NRP1-CendR mod -9, PABP1 MLLE inh 28, bovine MsrA act -4, MT1-MMP act inh 3, E coli Lon inh -7, FAS-TE inh -4, Neddyl block inactive and SKN-1 inh 10.
O=C1OCCC1Sc1ncnc2sc3c(c12)CCC3 (configuration not stated) was read as Rin1 Abl inh -20, NRP1-CendR mod -9, PABP1 MLLE inh -2, bovine MsrA act -3, MT1-MMP act inh -2, E coli Lon inh -8, FAS-TE inh -7, Neddyl block inactive and SKN-1 inh 6.
O=C(NCc1cccs1)C1CCCN(C(=O)Nc2ccccc2)C1 (configuration not stated) was read as Rin1 Abl inh -2, NRP1-CendR mod 1, PABP1 MLLE inh -9, bovine MsrA act 1, MT1-MMP act inh 2, E coli Lon inh 6, FAS-TE inh -2, Neddyl block inactive and SKN-1 inh 3.
`O=C(CCNS(=O)(=O)c1cccc2nsnc12)N1CCc2ccccc21` gave Rin1 Abl inh -7, NRP1-CendR mod 1, PABP1 MLLE inh 4, bovine MsrA act -5, MT1-MMP act inh 1, E coli Lon inh 1, FAS-TE inh 2, Neddyl block inactive and SKN-1 inh 8.
O=C(CSc1nnc2ccc(-c3ccncc3)nn12)N1CCCCC1 was read as Rin1 Abl inh -3, NRP1-CendR mod 4, PABP1 MLLE inh -5, bovine MsrA act -5, MT1-MMP act inh 1, E coli Lon inh 0, FAS-TE inh -4, Neddyl block inactive and SKN-1 inh -9.
For CN(C(=O)c1ccccc1Cl)c1ccccc1C(=O)NCc1ccccc1 the results were Rin1 Abl inh -3, NRP1-CendR mod 12, PABP1 MLLE inh 1, bovine MsrA act -2, MT1-MMP act inh -3, E coli Lon inh -4, FAS-TE inh -4, Neddyl block inactive and SKN-1 inh 4.
Screening CC(C)C[C@@H](CN=[N+]=[N-])N1CCN(CC(C)C)CCC1=O returned Rin1 Abl inh 1, NRP1-CendR mod 16, PABP1 MLLE inh -18, bovine MsrA act -2, MT1-MMP act inh 3, E coli Lon inh 2, FAS-TE inh -11, Neddyl block inactive and SKN-1 inh 15.
`O=C(CSc1ncn[nH]1)Nc1nsc(-c2ccccc2)n1` gave Rin1 Abl inh 0, NRP1-CendR mod 14, PABP1 MLLE inh -10, bovine MsrA act -3, MT1-MMP act inh -2, E coli Lon inh 0, FAS-TE inh -21, Neddyl block inactive and SKN-1 inh -1.
Screening COc1ccc(/C=N/n2c(-c3cccs3)n[nH]c2=S)cc1 returned Rin1 Abl inh 0, NRP1-CendR mod 0, PABP1 MLLE inh -36, bovine MsrA act 1, MT1-MMP act inh -2, E coli Lon inh -7, FAS-TE inh -4, Neddyl block inactive and SKN-1 inh 21.
Screening Cc1ccc(NC(=O)CN(c2ccc(Cl)cc2)S(=O)(=O)c2cc([N+](=O)[O-])ccc2Cl)c(C)c1 returned Rin1 Abl inh 2, NRP1-CendR mod -2, PABP1 MLLE inh 1, bovine MsrA act -1, MT1-MMP act inh -7, E coli Lon inh -1, FAS-TE inh 33, Neddyl block inactive and SKN-1 inh 21.
CC(=O)Cc1nsc(NC(=O)c2c(-c3ccccc3Cl)noc2C)n1 was read as Rin1 Abl inh 2, NRP1-CendR mod -6, PABP1 MLLE inh 5, bovine MsrA act -1, MT1-MMP act inh 3, E coli Lon inh -7, FAS-TE inh -7, Neddyl block inactive and SKN-1 inh 5.
O=C(CCN1C(=O)c2ccc([N+](=O)[O-])cc2C1=O)Nc1nccs1 was read as Rin1 Abl inh -2, NRP1-CendR mod -8, PABP1 MLLE inh 11, bovine MsrA act -1, MT1-MMP act inh 2, E coli Lon inh -3, FAS-TE inh 4, Neddyl block inactive and SKN-1 inh 6.

2 records picked at random from the list so far, as already listed:
`O=C(CCNS(=O)(=O)c1cccc2nsnc12)N1CCc2ccccc21` gave Rin1 Abl inh -7, NRP1-CendR mod 1, PABP1 MLLE inh 4, bovine MsrA act -5, MT1-MMP act inh 1, E coli Lon inh 1, FAS-TE inh 2, Neddyl block inactive and SKN-1 inh 8.
Screening CC(C)C[C@@H](CN=[N+]=[N-])N1CCN(CC(C)C)CCC1=O returned Rin1 Abl inh 1, NRP1-CendR mod 16, PABP1 MLLE inh -18, bovine MsrA act -2, MT1-MMP act inh 3, E coli Lon inh 2, FAS-TE inh -11, Neddyl block inactive and SKN-1 inh 15.
